Compound activity deposited in PubChem by National Center for Advancing Translational Sciences (NCATS).
Pf growth 48h: inhibits P. falciparum growth in the first generation, 48 h; P. falciparum luciferase growth in erythrocytes, 48 h; Potency, µM (doses to about 28.7 µM), without a hit: at the top dose activity change, negative = inhibition, hits mostly inhibitors; 310,000 compounds, 5.9% hits
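Cell-based growth assay: transgenic P. falciparum expressing firefly luciferase, cultured in red cells within RPMI 1640 containing 0.5% w/v Albumax, 24 mM bicarbonate and gentamycin. A drop in luciferase activity indicates inhibition.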
HCV inhibitor: inhibitors of hepatitis C virus infection; 340,000 compounds, 3.4% hits; Potency, µM (doses to about 41.8 µM), for inactives: at the top dose activity change, negative = inhibition, hits mostly inhibitors; Huh7.5.1 HCVcc-Cre infection, luciferase reporter, 44 h
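Cells seeded at 1,000/well and cultured 4 h, then compounds added followed by HCVcc-Cre virus (~0.5 moi). After 44 h further culture, luciferase substrate was added, plates held 15 min at room temperature, and luminescence read for 15 sec.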
Pf growth 96h: inhibits malaria parasite growth, 96 h | 320,000 compounds, 6.9% hits | Potency, µM (series often up to 28.7 µM), for inactives: at the highest dose activity change, negative = inhibition, hits mostly inhibitors | P. falciparum luciferase reporter growth, 96 h
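Infected RBCs, 2% Hct / 0.05% parasitemia final; luciferase-reporter P. falciparum; cpd 96 h, 37 C, 5% CO2; luciferase detection reagent; luminescence.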
LmPK inhibitor: LmPK (Leishmania mexicana) enzyme inhibition; purified LmPK, Kinase-Glo ATP luminescence, 1 h; Potency, µM (titrated, usually from 57.5 µM), for inactives: at the top dose activity change, negative = inhibition, hits mostly inhibitors; Q27686; 290,000 compounds, 0.37% hits; AID 1721
Target sequence (Q27686 whole entry, looked up): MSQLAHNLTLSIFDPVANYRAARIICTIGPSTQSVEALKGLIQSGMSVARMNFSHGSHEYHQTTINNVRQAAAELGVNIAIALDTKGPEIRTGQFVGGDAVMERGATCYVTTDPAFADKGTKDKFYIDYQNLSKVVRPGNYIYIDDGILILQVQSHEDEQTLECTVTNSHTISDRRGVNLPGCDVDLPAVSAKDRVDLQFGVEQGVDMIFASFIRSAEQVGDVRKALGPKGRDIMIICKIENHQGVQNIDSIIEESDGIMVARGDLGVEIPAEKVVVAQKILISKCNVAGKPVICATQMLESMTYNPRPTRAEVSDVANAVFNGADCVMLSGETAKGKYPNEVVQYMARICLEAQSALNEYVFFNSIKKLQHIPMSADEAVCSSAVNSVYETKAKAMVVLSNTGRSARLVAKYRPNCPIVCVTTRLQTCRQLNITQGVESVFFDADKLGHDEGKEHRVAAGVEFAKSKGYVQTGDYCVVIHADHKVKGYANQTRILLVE
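Pyruvate kinase activity monitored as ATP production (luciferase luminescence). Conditions: 0.1 nM enzyme, 0.5 mM PEP, 0.1 mM ADP, 1 h, RT; normalized against uninhibited and no-enzyme wells.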
Sm TGR inh: inhibitors of Schistosoma mansoni thioredoxin glutathione reductase | Potency, µM (top dose mostly 114 µM), without a hit: at the highest dose activity change, negative = inhibition, hits mostly inhibitors | 360,000 compounds, 3% hits | purified TGR, DTNB reduction, TNB absorbance 405 nm | AID 485364; further: nearly all actives have a fitted effect of over 60% in size
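First, TGR (20 nM dispensed) and NADPH were mixed with compound. Second, a 15 min room-temperature incubation followed. Third, further NADPH and then DTNB were added to start the reaction. Finally, TNB absorbance was monitored kinetically.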
TbPYK inhibitor: T. brucei pyruvate kinase inhibition | Q57TT1 | TbPYK enzyme, Kinase-Glo Plus ATP luminescence, 45 min | Potency, µM (highest dose often 76.8 µM), without a hit: top-dose activity, negative = inhibition, most hits filed as inhibitors | 410,000 compounds, 0.12% hits | AID 624173; further: nearly all actives have a fitted effect of over 50% in size
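Quantitative HTS: titrated library compounds versus trypanosomal pyruvate kinase in TEA buffer (pH 7.2) containing KCl, MgCl2, BSA and Tween-20. Reactions were initiated with ADP, 130 uM final. Kinase-Glo Plus luminescence was read after 45 min at RT.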
The depositor's hits bear a star; ? = inconclusive; · = no result given; & = joins results of further samples; [ ] = dose if it differs, or a comment. The call rests on the fitted dose curve; in most records, active means well fitted curve in the direction sought with a large enough effect; inconclusive means small, poorly fitted or top-dose-only effect, or another doubt; inactive means no such curve, though single readings can be large; an effect the other way counts as inactive or inconclusive. On the % scale 0 is the no-effect control and ±100 the full control effect; potency means the concentration at half of the fitted maximal effect.

SMILES	Pf growth 48h	HCV inhibitor	Pf growth 96h	LmPK inhibitor	Sm TGR inh	TbPYK inhibitor
COc1ccc(S(=O)(=O)N/N=C\c2ccc(OC)c(COc3ccc(C)cc3[N+](=O)[O-])c2)cc1	?	?	-33%	5%	-4%	-6%
Cc1nc2ccccn2c1C(=O)NC1CCCc2ccccc21 (configuration not stated)	9.3µM*	7.1µM*	?	-3%	13%	3%
O=C(CCN1CCc2ccccc2C1)Nc1ccc2c(c1)OCO2	6%	-2%	-10%	1%	6%	-3%
O=C(Nc1ncc2c(n1)-c1ccccc1OC2)c1cccc([N+](=O)[O-])c1	-1%	?	33%[activator]	-4%	-1%	0%
O=C(O)c1ccccc1NC(c1ccccc1)c1ccc(Cl)cc1 (configuration not stated)	6%	22%	-9%	-6%	-6%	-4%
COc1ccc(Nc2cc(Sc3ccc(OC)cc3)ncn2)cc1	·	?	?	5%	-10%	-5%
COc1ccc(CCNC(=O)CN(c2cc([N+](=O)[O-])ccc2OC)S(C)(=O)=O)cc1OC	-2%	11%	18%	-1%	-1%	-4%
CCOC(=O)CC(=O)CSc1n[nH]c(=O)[nH]c1=O	4%	14%	21%	-4%	-6%	1%
O=C(NNC(=O)c1sccc1-n1cccc1)c1cccs1	30%	16%	8%	0%	4%	-4%
O=C(NCC(c1cccnc1)N1CCOCC1)c1cccc(Cl)c1 (configuration not stated)	8%	5%	18%	1%	-15%	-4%
COc1ccc(C(C)=O)cc1COC(=O)CCNS(=O)(=O)c1ccc(C)cc1	-7%	?	-4%	·	5.6µM*	-1%
NC1=NC2(CCCC2)N=C(Nc2ccccc2)N1	?	-7%	1.5µM*	-6%	4%	0%
CC1(C)CC(=O)c2cnc(NC(=O)CCc3ccccc3)nc2C1	8%	14%	·	-7%	-1%	0%
O=C(NCCCN1CCOCC1)C1CC(=O)N(CCc2ccccc2)C1 (configuration not stated)	8%	-2%	16%	-7%	-24%	-2%
COc1ccc(OCCNS(=O)(=O)c2ccc3oc4ccccc4c3c2)cc1	17%	-3%	35%[activator]	8%	0%	4%
Cc1ccc(CCNC(=O)c2ccc(CS(=O)(=O)Cc3ccccc3F)o2)cc1	·	?	-58%	0%	?	0%&3%
Nc1nc(CC(=O)CSc2ccc(Cl)cc2)nc(Nc2ccc(F)cc2)n1	1%	-4%	39%[activator]	-1%	-3%	·
N#CCC(=O)N1CCn2c1nc1ccccc12	-1%	8%	15%	1%	-9%	-7%
OC1CCCN(Cc2nc(Cc3ccccc3Cl)no2)C1 (configuration not stated)	40%	4%	10µM*	-1%	65%[activator]	4%
COc1ccc(C(=O)NN=C(Cc2ccccc2)Cc2ccccc2)cc1OC	11%	4%	-11%	-2%	2%	-3%
COc1ccccc1Cn1cnc2cccnc21	·	14%	·	7%	-24%	-1%
CN(C)/C=C/C(=O)c1ccc2noc(-c3ccc(F)cc3)c2c1	-29%	?	9%	-6%	-36%	4%
Cc1ccsc1CN(C(=O)c1ccc([N+](=O)[O-])cc1)C1CCS(=O)(=O)C1 (configuration not stated)	-24%	-5%	?	-6%	-23%	-12%
CC(=O)Nc1ccc(NC(=O)c2c(-c3ccccc3)noc2C)cn1	2%	12%	3%	-8%	-4%	3%
CCCCCN1C=CC=C/C1=C\C=C(C#N)C#N	?	?	-80%	-3%	10%	-3%

Structures from the list above that contain a furan ring, fused or not, in the order listed:
SMILES	Pf growth 48h	HCV inhibitor	Pf growth 96h	LmPK inhibitor	Sm TGR inh	TbPYK inhibitor
COc1ccc(OCCNS(=O)(=O)c2ccc3oc4ccccc4c3c2)cc1	17%	-3%	35%[activator]	8%	0%	4%
Cc1ccc(CCNC(=O)c2ccc(CS(=O)(=O)Cc3ccccc3F)o2)cc1	·	?	-58%	0%	?	0%&3%

Back to the main list, repeating the seven entries before the break.
SMILES	Pf growth 48h	HCV inhibitor	Pf growth 96h	LmPK inhibitor	Sm TGR inh	TbPYK inhibitor
OC1CCCN(Cc2nc(Cc3ccccc3Cl)no2)C1 (configuration not stated)	40%	4%	10µM*	-1%	65%[activator]	4%
COc1ccc(C(=O)NN=C(Cc2ccccc2)Cc2ccccc2)cc1OC	11%	4%	-11%	-2%	2%	-3%
COc1ccccc1Cn1cnc2cccnc21	·	14%	·	7%	-24%	-1%
CN(C)/C=C/C(=O)c1ccc2noc(-c3ccc(F)cc3)c2c1	-29%	?	9%	-6%	-36%	4%
Cc1ccsc1CN(C(=O)c1ccc([N+](=O)[O-])cc1)C1CCS(=O)(=O)C1 (configuration not stated)	-24%	-5%	?	-6%	-23%	-12%
CC(=O)Nc1ccc(NC(=O)c2c(-c3ccccc3)noc2C)cn1	2%	12%	3%	-8%	-4%	3%
CCCCCN1C=CC=C/C1=C\C=C(C#N)C#N	?	?	-80%	-3%	10%	-3%
Cc1ccccc1C(=O)NC(=S)Nc1ccccc1C(F)(F)F	3%	10%	?	5%	-33%	4%
CCN(CC)CCCCOc1ccccc1OC	20%	-18%	?	5%	-9%	4%
O=C(Nc1nc2cc3c(cc2s1)OCCO3)c1ccco1	-39%	?	-65%	-27%	-35%	-18%
O=C1OC(NCc2cccnc2)(c2ccc(Cl)cc2)c2ccccc21 (configuration not stated)	?	7%	20%	4%	-14%	4%
CCOc1ccc(-c2nc(C#N)c(N3CCOCC3)o2)cc1	·	?	?	9%	-5%	-4%
Cc1cc(C)cc(NC(=O)C(c2ccccc2)N2CCN(CC(=O)N3CCCC3)CC2)c1 (configuration not stated)	?	-20%	?	·	-22%	-4%
Cc1cccc(NC(=S)NC(C)(C)CC(C)(C)C)c1	5%	-24%	?	4%	0%	-4%
CCOC(=O)C1C(=O)Oc2ccc3ccccc3c2C1C1CCOC1=O (configuration not stated)	·	-2%	?	1%	-7%	1%
CCCCCc1ccc(-c2ccc(C(=O)O)cc2)nc1	·	9%	-1%	-8%	-2%	-3%
O=C(CCNC(=O)c1ccc(Cl)cc1)Nc1ccc(F)cc1F	0%	0%	10%	-2%	2%	0%
COC(=O)Cc1cc(=O)[nH]c(/N=C(\N)Nc2ccc(C)cc2)n1	·	-2%	79%[activator]	-4%	-9%	-8%
CC(C)c1c(O)nc(SCc2ccccc2)[nH]c1=O	-2%	2%	·	2%	-2%	-11%
COC(=O)c1ccc(NC(=O)c2ccccc2N(C)S(=O)(=O)c2ccccc2)cc1	·	-1%	?	5%	-18%	-11%
CC1CCCCC1NC(=O)c1cc(S(=O)(=O)N2CCCCC2)ccc1N1CCOCC1 (configuration not stated)	?	9%	?	·	-2%	0%
Cc1cccc(NC(=O)C2CCN(S(=O)(=O)c3c(C)noc3/C=C/c3ccco3)CC2)n1	?	?	?	1%	-4%	-6%
Cc1noc(C)c1COc1ccccc1C(=O)N1CCN(S(=O)(=O)c2ccccc2F)CC1	?	4%	?	·	1%	9%
Cc1cccc(C(=O)NNS(=O)(=O)c2ccccc2[N+](=O)[O-])c1	13%	3%	-5%	0%	20%	-6%
Cc1cc(C)c(C#N)c(SCC(=O)C(C)(C)C)n1	9%	13%	-5%	-1%	-9%	1%
CC12CCC(=O)N1C(C(=O)N1CCN(c3ccc(C(F)(F)F)cc3[N+](=O)[O-])CC1)CS2 (configuration not stated)	-3%	-12%	-10%	-3%	?	0%
COc1cccc(CN2CCC(n3nccc3NC(=O)C3CC3)CC2)c1	1%	16%	-3%	9%	-31%	1%
COc1ccc(C2c3c(oc4ccc(Cl)cc4c3=O)C(=O)N2CCN2CCOCC2)cc1 (configuration not stated)	?	5%	-27%	8%	-31%	-3%
CCOC(=O)C1=C(C)N(c2ccc(C)cc2)C(=O)/C1=C\c1cccs1	-5%	?	47%[activator]	3%	3%	2%
Cn1c(O)c(C=NCCN2CCOCC2)c(=O)n(C)c1=S	?	3%	-5%	1%	-24%	5%
CCOC(=O)c1csc(NC(=O)COc2ccc(Cl)cc2Cl)n1	5%	9%	0%	-1%	3%	-6%
Cc1c(OCC(N)=O)ccc2c(-c3ccccc3)cc(=O)oc12	-5%	-25%	11%	-7%	-2%	-12%

Next results follow:
SMILES	Pf growth 48h	HCV inhibitor	Pf growth 96h	LmPK inhibitor	Sm TGR inh	TbPYK inhibitor
O=C(CCS(=O)(=O)c1ccc(Br)cc1)Nc1ccccc1Cl	4%	2%	0%	-2%	4%	1%
Cn1c(NC(=O)c2ccc(Cl)cc2)c(-c2ccccn2)c(=O)c2ccccc21	7%	14%	-28%	2%	-24%	2%
CCCCN(C(=O)c1sc2nc3n(c(=O)c2c1C)CCC3)c1c(N)n(CC(C)C)c(=O)[nH]c1=O	0%	19%	3%	·	-2%	-1%
CCOC(=O)c1cnc2c(cnn2C)c1NCCC(O)C(F)(F)F (configuration not stated)	?	?	105%[activator]	4%	43%	1%
CN(C(=O)COC(=O)C1CCN(S(=O)(=O)c2c(Cl)cccc2Cl)CC1)C1CCS(=O)(=O)C1 (configuration not stated)	?	32%[activator]	5%	·	6%	-20%
CNC(=O)C1C2C=CC3(O2)C1C(=O)N(C1CC1)C3C(=O)NCc1ccc(OC)cc1 (configuration not stated)	3%	4%&-7%	·	0%	0%	-3%
O=C1CN(C(=O)CN2C(=O)NC3(CCCCC3)C2=O)c2ccccc2N1	?	7%	15µM*	-5%	-15%	-8%
O=C(CN1C(=O)c2ccccc2S1(=O)=O)NCc1ccccc1Cl	6%	13%	-1%	2%	-7%	-5%
Cc1ccc(S(=O)(=O)N2CCN(C3CCC(c4ccccc4)CC3)CC2)cc1 (configuration not stated)	10%	4%	17%	-1%	0%	·
O=C1CCC(O)CCN1CCSc1ccccc1 (configuration not stated)	34%[activator]	4%	109%[activator]	-1%	1%	-8%
Cc1[nH][nH]c(=O)c1C(c1ccc2c(c1)OCO2)c1c(C)[nH][nH]c1=O	1%	?	19%	-1%	16%	-8%
COc1cc2c(cc1OC)CN(C(=O)c1ccc(-c3ccccc3)cc1)CC2	?	-12%	-15%	2%	-2%	1%
CCOC(=O)c1c(NC(=O)C2CCCCC2)sc2c1CCN(C(C)C)C2	-11%	7.9µM*	13µM*	1%	-24%	-8%
CCCCn1c(N)c(N(Cc2ccccc2OC)C(=O)CCC(C)C)c(=O)[nH]c1=O	8%	-3%	-25%	-5%	-6%	-8%
CSc1nnc(C)c(/C=C/NOCc2ccc(Cl)cc2)n1	16%[5.75 µM]	?	44%[activator][5.75 µM]	1%	7%	-4%
